# From PubChem BioAssay
# PAFAH2 FP inh = inhibitors of human PAFAH2. recombinant PAFAH2, FP-rhodamine activity probe, fluorescence polarization. 340,000 tested, 0.99% active. Q99487. inhibition, % at 3.39 µM;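 active = inhibition above the mean over all tested compounds plus 3 SD, cut at about 30% in these data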;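 note: inhibitors block probe labeling of enzyme so polarization drops; 0% = enzyme with DMSO and 100% = wells lacking PAFAH2 protein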
# LYPLA1 counter = counter-screen for PME1 inhibitors: inhibitors of human LYPLA1 | O75608 | recombinant LYPLA1, FP-Rh probe fluorescence polarization | inhibition, % at 5.9 µM | 320,000 tested, 0.16% active;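 active = inhibition above the mean of all tested compounds plus 3 SD, set per campaign, cut at about 14% in these data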;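 note: inhibitors block serine hydrolase probe labeling of LYPLA1 so polarization falls; 0% = enzyme with DMSO and 100% = wells lacking LYPLA1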
# EBNA-1 inhibitor = blocks EBNA-1 binding to DNA; EBNA-1 DNA binding, fluorescence polarization; inhibition, % at 14.8 µM; 300,000 tested, 0.34% active; AID 1950; in the data active = inhibition above about 28%
# PAD4 FP inh = inhibitors of human PAD4 | inhibition, % at 6.36 µM | recombinant PAD4, RCA probe fluorescence polarization | 330,000 tested, 0.41% active | Q9UM07 | AID 485272;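 active = percent inhibition above a cutoff equal to the mean of all tested compounds plus 3 SD, cut at about 15% in these data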;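 note: 0% = PAD4 with RCA probe and DMSO and 100% = probe without PAD4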
# ZTA DNA inh = ZTA (EBV) inhibition in EBNA-1 counter-screen. P03206. ZTA-DNA binding, fluorescence polarization. inhibition, % at 11 µM. 320,000 tested, 0.15% active. AID 2234; in the data active = inhibition above about 33%
# Target sequence (P03206 whole entry, looked up): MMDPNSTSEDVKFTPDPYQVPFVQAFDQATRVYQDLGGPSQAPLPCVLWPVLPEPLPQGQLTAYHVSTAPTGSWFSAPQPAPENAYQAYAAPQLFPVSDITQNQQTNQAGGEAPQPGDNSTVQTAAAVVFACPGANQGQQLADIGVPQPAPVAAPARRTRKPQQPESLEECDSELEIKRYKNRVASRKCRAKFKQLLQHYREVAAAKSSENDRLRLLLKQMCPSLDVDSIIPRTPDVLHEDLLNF
# PREPL inhibitor = inhibits the human prolyl oligopeptidase-like enzyme | inhibition, % at 5.96 µM | recombinant PREPL, fluorescence polarization activity-based probe | Q4J6C6 | AID 2751 | 320,000 tested, 0.68% active; in the data active = inhibition above about 43%;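 note: 0% = enzyme with DMSO and 100% = wells lacking enzyme; many of its hits are not listed in these tables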
# Target sequence (Q4J6C6 whole entry, looked up): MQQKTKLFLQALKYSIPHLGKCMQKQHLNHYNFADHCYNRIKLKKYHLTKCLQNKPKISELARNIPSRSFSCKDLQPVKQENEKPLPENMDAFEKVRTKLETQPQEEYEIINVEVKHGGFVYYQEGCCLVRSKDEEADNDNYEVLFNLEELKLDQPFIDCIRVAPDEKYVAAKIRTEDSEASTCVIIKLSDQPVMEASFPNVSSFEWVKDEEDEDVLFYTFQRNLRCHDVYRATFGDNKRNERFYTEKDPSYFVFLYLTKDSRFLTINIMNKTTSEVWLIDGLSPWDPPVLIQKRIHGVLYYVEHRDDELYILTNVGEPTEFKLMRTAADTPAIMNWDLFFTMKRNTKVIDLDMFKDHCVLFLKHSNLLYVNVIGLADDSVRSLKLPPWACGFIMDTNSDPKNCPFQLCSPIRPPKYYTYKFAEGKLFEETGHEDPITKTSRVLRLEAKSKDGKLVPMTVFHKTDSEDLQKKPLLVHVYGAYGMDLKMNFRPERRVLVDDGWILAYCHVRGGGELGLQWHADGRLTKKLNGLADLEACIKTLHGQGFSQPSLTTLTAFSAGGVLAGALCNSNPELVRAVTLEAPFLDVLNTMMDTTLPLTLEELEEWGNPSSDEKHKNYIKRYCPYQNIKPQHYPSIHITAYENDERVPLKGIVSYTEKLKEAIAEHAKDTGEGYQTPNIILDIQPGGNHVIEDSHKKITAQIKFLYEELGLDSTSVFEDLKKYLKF
# LYPLA2 counter = LYPLA2 (human) inhibition in PME1 counter-screen; O95372; recombinant LYPLA2, FP-Rh probe fluorescence polarization; inhibition, % at 5.9 µM; 320,000 tested, 0.38% active; AID 2177;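 active = inhibition above the screen-wide mean plus 3 SD, limit set per campaign, cut at about 26% in these data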;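 note: 0% = LYPLA2 with DMSO and 100% = wells lacking LYPLA2 enzyme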
# PAFAH1B3 inh = PAFAH1B3 (human) inhibition; 340,000 tested, 0.28% active; Q15102; inhibition, % at 3.39 µM; recombinant PAFAH1B3, FP-rhodamine probe, fluorescence polarization;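 active = inhibition above the screen-wide average of all tested compounds plus 3 SD, cut at about 25% in these data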;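 note: 0% = enzyme with DMSO only and 100% = wells lacking PAFAH1B3 protein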
# GSTO1 counter = GSTO1 inhibition, counter-screen for RBBP9 inhibitors; AID 1974; recombinant GSTO1, activity-based probe fluorescence polarization; inhibition, % at 5.96 µM; 300,000 tested, 1.1% active; P78417;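 active = inhibition above the campaign mean inhibition plus 3 SD, cut at about 35% in these data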;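 note: 0% = GSTO1-1 with DMSO and 100% = wells lacking GSTO1-1 enzyme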
# Active calls of the source: *; · = not tested or not shown. This is a subset (hit frequency here may not be typical).
entry	SMILES	PAFAH2 FP inh	LYPLA1 counter	EBNA-1 inhibitor	PAD4 FP inh	ZTA DNA inh
1	COc1ccccc1C1NC(c2ccccc2OC)C(C)C(=O)C1C (configuration not stated)	7	3	7	-4	-3
2	CC1CCc2cccc3c2N1c1cc(C#N)c(C#N)cc1O3 (configuration not stated)	1	3	2	-1	-13
3	O=C1CC(c2ccccc2)CN1Cc1ccccc1 (configuration not stated)	4	0	8	-2	15
4	O=C(NCC1CCCO1)c1sc2cc(Cl)ccc2c1Cl (configuration not stated)	4	-3	4	0	7
5	CCN(CC(=O)Nc1c(F)cccc1F)C(=O)c1cccc(S(=O)(=O)N2CCN(c3ccccc3)CC2)c1	3	5	-4	0	-2
6	CCn1c(SCC(N)=O)nc2sc3c(c2c1=O)CCCC3	1	-3	5	-1	1
7	CC1CC(C)CN(C(=O)CCc2ccccc2)C1 (configuration not stated)	1	1	10	-1	0
8	CC(NC(=O)Nc1ncccn1)(C(F)(F)F)C(F)(F)F	-2	2	10	3	0

entry	PREPL inhibitor	LYPLA2 counter	PAFAH1B3 inh	GSTO1 counter
1	8	4	3	-1
2	12	5	-1	6
3	7	10	4	-2
4	1	-5	5	0
5	-80	2	-4	-3
6	-12	-1	9	1
7	-3	-2	4	4
8	15	4	1	2

# (listing goes on)
entry	SMILES	PAFAH2 FP inh	LYPLA1 counter	EBNA-1 inhibitor	PAD4 FP inh	ZTA DNA inh
9	O=C(N/N=C\c1ccc([N+](=O)[O-])s1)C1COc2ccccc2O1 (configuration not stated)	-3	-3	0	-3	6
10	Cc1ccc(S(=O)(=O)Nc2ccc(-c3nnc(SCC#N)n3C)cc2)cc1	-5	2	-3	-4	-1
11	CS(=O)(=O)c1ccc(Cl)c(NC(=O)c2cccc(-n3cnnn3)c2)c1	4	-1	6	-2	13
12	COCCCNC(=O)Cn1cc(/C=C(\C#N)C(=O)NC2CCCC2)c2ccccc21	-6	2	6	-5	2
13	COc1ccc(NC(=O)CSc2nnc(CN3CCOCC3)n2C)cc1Cl	-2	0	7	-1	-19
14	COc1ccc(CCNC(=O)CN2CCN(c3ccccc3Cl)CC2)cc1	3	-1	4	-3	-2
15	O=C1C2C3C=CC(C4CC34)C2C(=O)N1/N=C/c1ccc(-c2ccccc2[N+](=O)[O-])o1 (configuration not stated)	1	-3	-1	-6	-9
16	CC(OC(=O)/C=C/c1ccccc1)C(=O)Nc1cccc(C#N)c1 (configuration not stated)	-1	2	4	-3	1

entry	PREPL inhibitor	LYPLA2 counter	PAFAH1B3 inh	GSTO1 counter
9	13	4	4	29
10	4	-1	5	3
11	21	1	6	-2
12	-10	1	6	1
13	13	4	10	1
14	-6	-2	3	4
15	-6	-2	7	6
16	-2	2	5	22

# Structures above containing an aryl methoxy group:
entry	SMILES	PAFAH2 FP inh	LYPLA1 counter	EBNA-1 inhibitor	PAD4 FP inh	ZTA DNA inh
1	COc1ccccc1C1NC(c2ccccc2OC)C(C)C(=O)C1C (configuration not stated)	7	3	7	-4	-3
13	COc1ccc(NC(=O)CSc2nnc(CN3CCOCC3)n2C)cc1Cl	-2	0	7	-1	-19
14	COc1ccc(CCNC(=O)CN2CCN(c3ccccc3Cl)CC2)cc1	3	-1	4	-3	-2

entry	PREPL inhibitor	LYPLA2 counter	PAFAH1B3 inh	GSTO1 counter
1	8	4	3	-1
13	13	4	10	1
14	-6	-2	3	4

# The results go on.
entry	SMILES	PAFAH2 FP inh	LYPLA1 counter	EBNA-1 inhibitor	PAD4 FP inh	ZTA DNA inh
17	CCC(=O)NC(=S)Nc1ccc(NC(=O)c2cccnc2)cc1	8	2	3	4	-7
18	CCn1c2ccccc2c2cc(/C=N/O)ccc21	-2	3	-1	-4	7
19	N/C(CCN1CCOCC1)=N/O	12	0	12	2	12
20	CC(C)(C)C1c2[nH]c3ccccc3c2CCN1CCCn1cccn1 (configuration not stated)	4	-5	2	-1	4
21	CC(C)CC(=O)NN1CCCCC1	7	-2	8	0	-2
22	CCCC(C)C(=O)Nc1ccc(Cl)cn1 (configuration not stated)	7	0	4	6	8
23	Cc1ccc2nc(-c3ccc(NS(=O)(=O)c4ccccc4)cc3)sc2c1	-5	-2	16	-5	-11
24	Cc1ccc(CNC(=O)C2CCCN2C(=O)Nc2cccc(Cl)c2)cc1 (configuration not stated)	-2	1	2	-1	-10

entry	PREPL inhibitor	LYPLA2 counter	PAFAH1B3 inh	GSTO1 counter
17	-3	2	5	6
18	1	2	9	15
19	-5	3	5	-3
20	-2	-8	3	3
21	5	-5	-1	-6
22	-2	0	1	0
23	-5	-4	6	2
24	-9	0	7	10

# The results go on:
entry	SMILES	PAFAH2 FP inh	LYPLA1 counter	EBNA-1 inhibitor	PAD4 FP inh	ZTA DNA inh
25	Cc1cc(-c2nnc(CCC(=O)NCc3ccc(F)c(F)c3)o2)no1	1	-2	1	-5	7
26	O=C(COc1ccc2ccccc2c1Br)Nc1ncn[nH]1	1	-1	27	3	-5
27	COc1cc(-c2nnc(SCC(=O)N3CCCC3)o2)cc(OC)c1OC	3	-3	4	-1	-19
28	COc1ccc([C@H]2CC(=O)C=C(c3cc4ccccc4s3)C2)cc1	-8	-4	·	0	10
29	O=C(COc1ccc(Br)cc1CNC1CCCCC1)NCCc1ccccc1	-1	-1	-1	-7	-9
30	Cc1c(NC(=O)Nc2cccc(Cl)c2)c(=O)n(-c2ccccc2)n1C	0	-2	-11	3	-17
31	CCOC(=O)c1c(C)nc2ccccc2c1C	-1	-1	5	1	0
32	O=C(Nc1ncccc1O)c1ccc(C(=O)c2ccccc2)cc1	2	1	-5	0	8

entry	PREPL inhibitor	LYPLA2 counter	PAFAH1B3 inh	GSTO1 counter
25	2	4	6	11
26	-3	-2	2	3
27	-3	2	7	-3
28	-13	6	3	·
29	-66	-1	5	-2
30	-3	5	9	8
31	-4	-3	-3	12
32	0	-2	6	2

# Later entries.
entry	SMILES	PAFAH2 FP inh	LYPLA1 counter	EBNA-1 inhibitor	PAD4 FP inh	ZTA DNA inh
33	CCOCCn1c(SC(C)C(C)=O)nc2c1c(=O)[nH]c(=O)n2C (configuration not stated)	4	1	-4	0	3
34	Cc1cccc(C)c1NC(=O)CCCSc1nnnn1C	4	1	-11	-2	-12
35	CCCc1nc2ccccc2c(NC(=O)CN(CC)CC)c1CC	2	-2	-11	-1	0
36	COc1ccc(C(=O)NC(=S)N(CCC(C)C)c2c(N)n(Cc3ccccc3)c(=O)[nH]c2=O)cc1	-2	-6	2	0	10
37	COc1cc(NC(=O)CCS(=O)(=O)c2ccc3c(c2)oc(=O)n3C)cc(OC)c1OC	2	-4	-8	0	-2
38	O=C(NC1CCCCC1)C(c1cccnc1)N(C(=O)c1csnn1)C1CCCC1 (configuration not stated)	-1	-1	-19	0	-17
39	CC(C)(C)c1nnc(NC(=O)C2CCN(c3ncccn3)CC2)s1	5	2	10	3	-9
40	CCC(=O)c1cn(CC(=O)NCc2ccco2)c2ccccc12	0	3	1	6	-6

entry	PREPL inhibitor	LYPLA2 counter	PAFAH1B3 inh	GSTO1 counter
33	-11	3	3	-2
34	16	11	-4	10
35	-6	-8	4	4
36	-2	-4	4	7
37	1	-2	7	-6
38	10	0	0	-3
39	9	3	7	1
40	2	6	2	5

# The results go on.
entry	SMILES	PAFAH2 FP inh	LYPLA1 counter	EBNA-1 inhibitor	PAD4 FP inh	ZTA DNA inh
41	C=CCn1c(-c2cccc(OCC)c2)n[nH]c1=S	-5	0	-13	3	9
42	CCN(Cc1ccccc1)C(=O)CSc1nc(C)cc(C)c1C#N	7	1	9	0	13
43	COc1ccc(Cn2c(=O)c3[nH]cnc3n(-c3ccc(C)cc3)c2=O)cc1	-4	1	-2	-3	-4
44	CCC(C)c1ccc(NC(=S)NCc2cccs2)cc1 (configuration not stated)	3	-4	7	-2	-4
45	CCOC(=O)CSc1nnc(CSc2nc(C)cc(C)n2)n1Cc1ccco1	10	-4	-3	-2	6
46	CCOc1ccc(S(=O)(=O)n2ccnc2)c2ccccc12	-2	3	1	4	21
47	NC(=O)c1ccc(NC(=O)COC(=O)c2n[nH]c3ccccc23)cc1	1	-2	·	-1	-2
48	COC(=O)C1=NNC2C(=O)N(c3ccc(C)cc3)C(=O)C12 (configuration not stated)	2	0	2	-5	15

entry	PREPL inhibitor	LYPLA2 counter	PAFAH1B3 inh	GSTO1 counter
41	2	0	-1	5
42	1	4	9	8
43	20	6	0	0
44	-3	-14	4	-3
45	5	-4	4	6
46	-7	-1	4	3
47	-1	-7	-10	·
48	-2	-2	9	5

# (cont.)
entry	SMILES	PAFAH2 FP inh	LYPLA1 counter	EBNA-1 inhibitor	PAD4 FP inh	ZTA DNA inh
49	O=C(C1=C[C@H](C2CCCCC2)C[C@H](OCc2ccc(CO)cc2)O1)N1CCN(Cc2ccc3c(c2)OCO3)CC1	-1	-1	2	2	-13
50	CCCCC(=O)Nc1nnc(-c2ccc(OC)cc2)s1	-8	-2	0	3	4
51	COc1ccc(NC(=O)N(C)C[C@H]2Oc3ccc(NC(=O)NC(C)C)cc3C(=O)N([C@H](C)CO)C[C@@H]2C)cc1	20	·	·	0	·
52	COC(=O)c1sc(NC(=O)CSc2nc3nc(C)cc(C)n3n2)c(C(=O)OC)c1C	0	0	-1	-5	9
53	NC(=O)c1ccc(NC(=O)C2CC2)cc1	12	4	-9	0	-19
54	CSc1nnc(NC(=O)c2ccc(S(=O)(=O)N(C)C)cc2)s1	-9	5	-8	0	-24
55	O=C1C2C3C=CC(CO)(O3)C2C(=O)N1c1ccccc1-c1ccccc1 (configuration not stated)	0	3	1	0	-7
56	COc1ccccc1NC(=S)NNC(=O)c1ccccc1	1	4	1	-1	-18

entry	PREPL inhibitor	LYPLA2 counter	PAFAH1B3 inh	GSTO1 counter
49	13	0	-6	2
50	1	3	4	-2
51	10	·	-3	·
52	0	1	7	-1
53	-4	-3	-5	-1
54	8	5	1	2
55	12	7	2	4
56	9	6	1	15

# Fetched by compound from above:
entry	SMILES	PAFAH2 FP inh	LYPLA1 counter	EBNA-1 inhibitor	PAD4 FP inh	ZTA DNA inh
51	COc1ccc(NC(=O)N(C)C[C@H]2Oc3ccc(NC(=O)NC(C)C)cc3C(=O)N([C@H](C)CO)C[C@@H]2C)cc1	20	·	·	0	·
50	CCCCC(=O)Nc1nnc(-c2ccc(OC)cc2)s1	-8	-2	0	3	4

entry	PREPL inhibitor	LYPLA2 counter	PAFAH1B3 inh	GSTO1 counter
51	10	·	-3	·
50	1	3	4	-2

# Additional results follow:
entry	SMILES	PAFAH2 FP inh	LYPLA1 counter	EBNA-1 inhibitor	PAD4 FP inh	ZTA DNA inh
57	COc1ccc(NS(=O)(=O)c2ccc(NC(=S)NC(=O)/C=C/c3ccccc3)cc2)nn1	-7	-3	11	1	1
58	Cc1ccc(-n2nc3c(c2NC(=O)c2ccc4c(c2)OCO4)CSC3)cc1	-3	-2	47*	2	5
59	O=C(Nc1ccccn1)c1cccs1	2	1	-3	1	-4
60	CCCCOc1ccc(C2(C)NC(=O)NC2=O)cc1 (configuration not stated)	0	-3	-8	-3	8
61	CCn1c(-c2cc(C3CC3)nc3ccccc23)n[nH]c1=S	10	-2	6	1	11
62	FC(F)(F)c1cnc(/C=C/Nc2ccccc2Cl)c(Cl)c1	-1	1	15	-3	7
63	CC1CCCCN1CCNC(=O)c1cc2c(-c3ccccc3F)nn(C)c2s1 (configuration not stated)	0	-1	8	-1	-4

entry	PREPL inhibitor	LYPLA2 counter	PAFAH1B3 inh	GSTO1 counter
57	1	3	7	-7
58	-1	0	5	0
59	-1	3	4	7
60	9	-6	0	5
61	-1	2	6	-2
62	-3	2	3	-8
63	-31	3	-2	0
